# High-throughput results from PubChem.
# KinaseGlo FLuc – Counterscreen for Luciferase (Kinase-Glo TM) Inhibition; Luciferin 4-monooxygenase (Photuris pensylvanica), Q27757; Kinase-Glo luciferase, ATP luminescence, 8 min; Potency, µM (top dose mostly 38.3 µM), without a hit: at the top dose activity change, negative = inhibition, hits mostly inhibitors; 0.28% of 200,000 active; further: potency means the concentration at half of the fitted maximal effect; on the % scale 0 is the no-effect control and ±100 the full control effect; nearly all actives have a fitted effect of over 60% in size
#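 Recombinant Kinase-Glo luciferase, 10 uM ATP (linear range), luciferin; imidazole pH 7.2 / KCl / MgCl2 / Tween / BSA buffer; 8 min RT; luminescence.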
# HttQ103 aggreg – qHTS Multiplex Assay to Identify Dual Action Probes in a Cell Model of Huntington: Aggregate Formation (GFP); PC12 HttQ103-GFP aggregates, Acumen cytometry, 40 h; Potency, µM (series often up to 46.1 µM), inactives show at the highest dose activity change, negative = inhibition, actives largely listed as inhibitors; 1.1% of 220,000 active; AID 1688, 2009; further: potency means the concentration at half of the fitted maximal effect; on the % scale 0 is the no-effect control and ±100 the full control effect; nearly all actives have a fitted effect of over 60% in size
#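 PC12 cells stably carrying ecdysone-inducible HTT exon 1 Q103–GFP were induced with tebufenozide (100 nM final) and treated with library compounds in titration. GFP aggregates in lysates were counted by laser scanning cytometry.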
# LMNA splice mod – qHTS Assay for Modulators of Lamin A Splicing; HeLa LMNA splicing GFP/RFP minigene ratio, 48 h; Potency, µM (top dose mostly 46.1 µM), without a hit: at the highest dose ratio change, negative = inhibition, hits mostly inhibitors; 0.01% of 200,000 active; active means well fitted inhibition curve with a large enough effect in the signal ratio, with a control signal flat, not every such curve was filed as active; inconclusive means small, poorly fitted or top-dose-only effect, or effect the other way, or a change in a side signal; the % refers to the signal ratio; further: potency means the concentration at half of the fitted maximal effect; on the % scale 0 is the no-effect control and ±100 the full control effect
#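 S3 HeLa cells stably expressing lamin A-EGFP splicing minigene plus DsRed2, 600 cells/well, 48 h compound exposure at 37C. Laser-scanning cytometry; analysed as GFP (500-530 nm)/RFP (575-640 nm) total intensity ratio; 0.5% DMSO vehicle.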
# Epigenetic derep – Quantitative High-Throughput Screen for Regulators of Epigenetic Control; murine LDR cells, GFP reporter derepression, 30 h; Potency, µM (doses to about 53.9 µM), without a hit: at the highest dose GFP activation, usual class: activators; 0.2% of 280,000 active; further: potency means the concentration at half of the fitted maximal effect; % of control where 0% means no effect; nearly all actives have a fitted effect of over 60% in size
#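 Reporter derepression read as number of fluorescent GFP-positive objects, 20-120 um in size, counted by laser-scanning cytometer. Mouse LDR line with an epigenetically silenced CMV-GFP locus; compound incubation 30 h, 37 C.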
# CBFb-RUNX1 inh – qHTS Assay for Compounds Blocking the Interaction Between CBF-beta and RUNX1 for the Treatment of Acute Myeloid Leukemia; Runt-related transcription factor 1 (Homo sapiens) + Core-binding factor subunit beta …; AlphaScreen CBFb-His/RUNX1-biotin binding, biochemical; Potency, µM (highest dose often 59.8 µM), without a hit: top-dose activity, negative = inhibition, usual class: inhibitors; 230,000 tested, under 10 active; AID 1477, 2009; further: % of control where 0% means no effect
# Target sequence (Q01196 whole entry, looked up): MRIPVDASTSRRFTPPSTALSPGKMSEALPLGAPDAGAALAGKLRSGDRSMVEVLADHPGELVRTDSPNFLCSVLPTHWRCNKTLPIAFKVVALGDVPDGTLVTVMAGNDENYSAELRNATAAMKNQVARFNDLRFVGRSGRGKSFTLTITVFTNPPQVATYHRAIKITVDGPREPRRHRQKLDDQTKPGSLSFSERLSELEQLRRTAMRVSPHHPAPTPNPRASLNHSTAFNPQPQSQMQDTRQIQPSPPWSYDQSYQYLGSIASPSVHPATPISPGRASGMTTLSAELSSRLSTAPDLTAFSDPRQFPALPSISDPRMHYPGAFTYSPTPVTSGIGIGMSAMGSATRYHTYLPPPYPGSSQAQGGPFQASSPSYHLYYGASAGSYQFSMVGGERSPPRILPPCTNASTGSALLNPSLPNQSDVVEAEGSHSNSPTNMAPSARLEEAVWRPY
# Target sequence (Q13951 whole entry, looked up): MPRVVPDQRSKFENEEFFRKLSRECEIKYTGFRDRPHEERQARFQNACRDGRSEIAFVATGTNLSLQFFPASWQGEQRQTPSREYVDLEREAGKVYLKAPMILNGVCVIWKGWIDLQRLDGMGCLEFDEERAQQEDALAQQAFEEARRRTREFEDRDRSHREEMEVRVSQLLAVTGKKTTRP
#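 Proteins preincubated together for 20 min at RT before compound addition; 15 min later, nickel and streptavidin beads were added and left 90 min prior to AlphaScreen measurement.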
# IMPase Li cell – qHTS Assay for Identifying the Cell-Membrane Permeable IMPase Inhibitors: Potentiation with Lithium. CHO-M1 cells, IP1 TR-FRET (IP-One), carbachol + lithium. Potency, µM (top dose mostly 59.4 µM), for inactives: at the highest dose activity, negative = IMPase inhibition, most hits filed as inhibitors. 0.35% of 210,000 active. AID 1457, 2008;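 further: IP1 builds up when IMPase is blocked and the TR-FRET signal falls; potency means the concentration at half of the fitted maximal effect; plate controls were basal vehicle for no effect and high inhibitor control for full effect; nearly all actives have a fitted effect of over 50% in size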
#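 Steps: plate 2000 CHO-M1 cells per well and culture 16–30 h; add compound and lithium; incubate 30 min, 37C; add d2-IP1 tracer and Eu cryptate anti-IP1 antibody in lysis buffer; read after 10 min at room temperature.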
# NPSR antag – qHTS Assay for Antagonists of the Neuropeptide S Receptor: cAMP Signal Transduction; Q6W5P4; CHO-NPSR cells, cAMP TR-FRET, antagonist mode; Potency, µM (titrated, usually from 38.3 µM), for inactives: top-dose activity change, negative = inhibition, hits mostly inhibitors; 1% of 220,000 active; AID 1461, 2008; further: potency means the concentration at half of the fitted maximal effect; on the % scale 0 is the no-effect control and ±100 the full control effect; nearly all actives have a fitted effect of over 50% in size; many of its hits are not listed in these tables
# Target sequence (Q6W5P4 whole entry, looked up): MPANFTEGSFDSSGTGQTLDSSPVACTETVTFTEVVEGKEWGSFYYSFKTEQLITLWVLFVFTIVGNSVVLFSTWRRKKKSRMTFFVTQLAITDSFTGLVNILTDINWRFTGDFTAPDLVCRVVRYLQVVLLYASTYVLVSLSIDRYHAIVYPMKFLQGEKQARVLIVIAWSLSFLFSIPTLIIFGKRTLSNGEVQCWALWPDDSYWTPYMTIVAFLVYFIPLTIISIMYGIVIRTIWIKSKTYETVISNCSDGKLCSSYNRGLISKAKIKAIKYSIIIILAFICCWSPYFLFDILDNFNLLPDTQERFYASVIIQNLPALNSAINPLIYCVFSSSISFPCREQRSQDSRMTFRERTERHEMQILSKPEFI
# * hit, by the source's call; ? = inconclusive; · = not tested or not shown; & = joins results of further samples; [ ] = dose if it differs, or a comment. Unless noted, the call rests on the fitted dose curve; in most records, active means well fitted curve in the direction sought with a large enough effect; inconclusive means small, poorly fitted or top-dose-only effect, or another doubt; inactive means no such curve, though single readings can be large; an effect the other way counts as inactive or inconclusive. Only part of the results is shown; the hit share may differ from the screen's.
SMILES,KinaseGlo FLuc,HttQ103 aggreg,LMNA splice mod,Epigenetic derep,CBFb-RUNX1 inh,IMPase Li cell,NPSR antag
COc1ccc(C(=O)NCCSc2ccccc2)cc1,-9%,20%,3%,-0.9%,11%,1%,4%
CCSc1nc2ccccc2n1CC(=O)N1CCOCC1,15%,13%,-1%,1.3%,?,-14%,11%
COc1cccc(/C=N/NC(=O)Cn2cnc3c2c(=O)n(C)c(=O)n3C)c1OC,·,-25%[9.22 µM],·,1.0%,-7%,·,23%
CN(C)CCCNCC(=O)NN(c1ccccc1)c1ccccc1,·,-39%[9.22 µM],·,0.0%,23%,·,16%
CCOc1ccc(N2CC(C(=O)Nc3cccc(S(=O)(=O)NC4=NCCC4)c3)CC2=O)cc1 (stereo not drawn),·,6%[9.22 µM],·,-3.0%,6%,·,1%
CC(=O)Nc1ccc(S(=O)(=O)NCCC(=O)NCCc2ccc(F)cc2)cc1,6%,18%,-1%,-1.0%,-1%,0%[38.3 µM],-6%[46.1 µM]
Cc1cccc(-n2c(SCC(=O)NCc3ccco3)nnc2-c2ccco2)c1,1%,11%,2%,0.0%,-3%,-1%[38.3 µM],-9%[46.1 µM]
COc1ccc(-n2c(SCC(=O)Nc3cccc4ccccc34)nc(O)cc2=O)cc1,·,8%[9.22 µM],·,-1.0%,-3%,·,7%
CCCCSc1nnc(-c2ccc(C)cc2)n1C,-4%,?,8%,2.6%,3%,-3%[38.3 µM],-3%[46.1 µM]
CC(C)Cn1c(CN2C(=O)c3ccccc3C2=O)nc2ccccc2c1=O,1%,8%,6%,-1.0%,1%,-20%[38.3 µM],?
CC(=O)c1c(C)[nH]c(C(=O)NCCC2=CCCCC2)c1C,-1%,?,?,1.3%,-8%,2%[38.3 µM],11%[46.1 µM]
CCc1cc(C(=O)c2ccc(OC)cc2)c(NC(=O)CN2CCCCC2)s1,·,0%[9.22 µM],·,-1.4%,-4%,·,26%[7.67 µM]
COCCNC(=S)NN=C1CCC(c2ccccc2)CC1 (stereo not drawn),1%,-14%,·,-0.4%,?,15%,-51%
CCc1sc(C(=O)NCc2ccccc2)cc1C,-2%,8%,-2%[46 µM],-2.6%,9%,1%,-6%
OCCNCCOc1ccc(Cl)c(Cl)c1,11%,-2%,20%,0.0%,-1%,4%,12%
CC1(C)CC(NC(=O)c2ccncc2)CC(C)(C)N1O,1%,19%,·,1.5%,-2%,-2%,0%
COc1ccc(CN/C(C)=C(/C#N)C(N)=O)cc1OC,-2%,11%,8%,0.7%,1%,-5%[38.3 µM],-5%[46.1 µM]
CCCc1nc2ccccc2c(=O)n1-c1ccc(C(=O)OCC)cc1,1%,-23%[9.22 µM],17%[46 µM],-0.2%,2%,11%,8%
O=C(CC1(O)C(=O)Nc2ccccc21)c1ccc(-n2cnnn2)cc1 (stereo not drawn),1%,1%,?,-0.1%,8%,-2%,11%
O=C(CCS(=O)(=O)c1ccccc1)NCCS(=O)(=O)c1ccccc1,0%,19%,?,-0.7%,-8%,1%,5%
C/C(N)=C(/C#N)C(=O)CSc1nn(-c2ccc(Cl)cc2)c(=S)s1,1%,?,-6%[9.22 µM],0.0%,-18%,13%,-56%
CCC[n+]1cn(/C(C(=S)Nc2cccc(Cl)c2C)=C(/[O-])c2ccc(OC)c(OC)c2)c2ccccc21,3%,4%,?,-0.4%,-10%,4%,-33%
O=C(CCc1c[nH]c2ccccc12)NCC1COc2ccccc2O1 (stereo not drawn),-2%,5%,·,0.8%,-4%,0%,4%
Cc1c(/C(O)=C2/C(=O)C(=O)N(CCN(C)C)C2c2ccc(C(C)C)cc2)cnn1-c1ccccc1 (stereo not drawn),·,5%[9.22 µM],·,3.8%,6%,·,-16%
Cc1c(Cl)cccc1NC(=O)CCC(=O)NNC(=O)CCC(=O)O,3%,6%,-7%[46 µM],-0.6%,18%,8%,16%

# Reformatted with each value named: three of the compounds above
CC(C)Cn1c(CN2C(=O)c3ccccc3C2=O)nc2ccccc2c1=O
  KinaseGlo FLuc = 1%
  HttQ103 aggreg = 8%
  LMNA splice mod = 6%
  Epigenetic derep = -1.0%
  CBFb-RUNX1 inh = 1%
  IMPase Li cell = -20%[38.3 µM]
  NPSR antag = ?
CC(=O)c1c(C)[nH]c(C(=O)NCCC2=CCCCC2)c1C
  KinaseGlo FLuc = -1%
  HttQ103 aggreg = ?
  LMNA splice mod = ?
  Epigenetic derep = 1.3%
  CBFb-RUNX1 inh = -8%
  IMPase Li cell = 2%[38.3 µM]
  NPSR antag = 11%[46.1 µM]
CCc1cc(C(=O)c2ccc(OC)cc2)c(NC(=O)CN2CCCCC2)s1
  KinaseGlo FLuc = ·
  HttQ103 aggreg = 0%[9.22 µM]
  LMNA splice mod = ·
  Epigenetic derep = -1.4%
  CBFb-RUNX1 inh = -4%
  IMPase Li cell = ·
  NPSR antag = 26%[7.67 µM]

# More results follow.
SMILES,KinaseGlo FLuc,HttQ103 aggreg,LMNA splice mod,Epigenetic derep,CBFb-RUNX1 inh,IMPase Li cell,NPSR antag
CC(C)OC(=O)/C(C#N)=C/c1ccc(-c2ccc(SC(F)F)cc2)o1,-1%,16%,-8%,?,-2%,10%,-6%
CCc1ccccc1NC(=O)CN(c1cccc(OC)c1)S(C)(=O)=O,0%,17%,1%,-0.9%,11%,20%[38.3 µM],?
CCn1c(SCC(=O)NC)nnc1C(C)C,2%,8%,-6%,-0.1%,-2%,2%,16%
CC(=C/C(=O)O)/C(=C\c1ccc(Br)o1)C(=O)O,·,2%[9.22 µM],·,1.1%,1%,·,8%
Cc1ccc2cccc(NC(=S)NC(=O)c3ccccc3)c2n1,-2%,0%,8%,-0.2%,-11%,8%[38.3 µM],-15%[46.1 µM]
COc1ccc(S(=O)(=O)N(CC(=O)N2CCN(C)CC2)C2CCCCC2)cc1OC,0%,9%,0%,-2.0%,3%,25%[38.3 µM],-10%[46.1 µM]
O=C(Nc1ccc(Cl)cc1Cl)C1=Cc2ccccc2OC1,-4%,23%[9.22 µM],1%,2.1%,15%,18%[38.3 µM],-11%[46.1 µM]
COC(=O)CCC(=O)c1oc2ccccc2c1N,-7%,13%,9%,0.7%,1%,-11%[38.3 µM],6%[46.1 µM]
O=c1cc[nH]c2ccc(OC(F)(F)F)cc12,·,-4%[9.22 µM],·,0.0%,20%,·,-2%[7.67 µM]
COc1ccc(/C=C(/NC(=O)c2ccco2)C(=O)N2CCc3ccccc32)cc1OC,·,33%[9.22 µM],·,-3.8%,-4%,·,1%
O=C(COC(=O)c1ccc(F)cc1)Nc1ccc(Cl)cn1,·,-9%[9.22 µM],·,1.2%,2%,·,-10%
CCOc1ccc(NC(=O)CSc2nc(C)c3c(c2C#N)CCCC3)cc1,-2%,7%,-2%,3.8%,5%,-4%[38.3 µM],-8%[46.1 µM]
COc1cccc(NC(=O)c2ccc(NC(=O)C(C)(C)C)cc2)c1,-4%,-4%,?,-1.4%,15%,1%,2%
Cc1ccc2nc(C)c(C(=O)N/N=C/c3ccco3)cc2c1,-3%,9%,11%,0.0%,7%,-9%,3%
O=C(Cn1c(=O)sc2ccccc21)Nc1ccc(S(=O)(=O)N2CCCCC2)cc1,3%,?,?,0.0%,-6%,6%,-19%
CCOC(=O)CN1C=C(c2ccc3ccccc3n2)C(C[N+](=O)[O-])c2ccccc21 (stereo not drawn),14%,2%,-11%,2.8%,-4%,28%[38.3 µM],-17%[46.1 µM]
CC[C@@H]1Cc2cc(O)ccc2C2=C1c1ccc(O)cc1C[C@H]2CC,-2%,·,?,-1.2%&3.1%,-20%&-29%,21%&18%,?
CN(C)CCCN1C(=O)C(O)=C(C(=O)c2cccs2)C1c1cccc([N+](=O)[O-])c1 (stereo not drawn),-1%,-4%,12%[46 µM],0.0%,3%,3%,4%
CC(=O)N1c2ccccc2C2(C)C(C1(C)C)C2(Cl)Cl (stereo not drawn),-9%,·,·,1.1%,-7%,-9%,-27%
Cc1cc(C)nc(N2CCCC(C(=O)Nc3nc4ccc(S(C)(=O)=O)cc4s3)C2)n1 (stereo not drawn),2%,4%,?,0.0%,2%,38%[activator][38.3 µM],-22%[46.1 µM]
CCOc1ccc(/C=N/NC(=O)Nc2ccccc2)cc1,-8%,0%[9.22 µM],·,-1.9%,-4%,45%,-14%
CC(Cl)C(=O)Nc1ncc(C(F)(F)F)cc1Cl (stereo not drawn),-2%,3%,2%,-1.0%,2%,23%[38.3 µM],13%[46.1 µM]
COc1ccc(NC(=O)C2Cc3ccccc3C(=O)O2)cc1 (stereo not drawn),·,5%[9.22 µM],·,1.1%,9%,·,-1%
O=C(NNS(=O)(=O)c1ccccc1)c1ccc(O)cc1,-2%,-5%,-3%,0.0%,?,-2%,20%
C[C@@H]1Cc2c(O)c(O)cc(O)c2C(=O)O1,·,-34%[9.22 µM],·,-1.1%,-27%,·,16%
SMILES,KinaseGlo FLuc,HttQ103 aggreg,LMNA splice mod,Epigenetic derep,CBFb-RUNX1 inh,IMPase Li cell,NPSR antag
CCOc1ccc(C(=O)CCC(=O)NC(C)C(=O)OC)cc1 (stereo not drawn),-4%,5%,8%[46 µM],-1.4%,10%,4%,-5%
Cc1cc(C)n(CCN(C)Cc2cn[nH]c2-c2ccc(F)cc2F)n1,·,-22%[9.22 µM],·,-1.2%,3%,2%,8%
CC(=O)N1CCC(=NNc2ccc(S(N)(=O)=O)cc2[N+](=O)[O-])CC1,·,16%[9.22 µM],·,2.7%,3%,·,-13%
O=C(CSCc1nc2ccccc2[nH]1)Nc1ccccc1,·,6%,6%,-1.0%,4%,·,-7%[46.1 µM]
CCCCNC(=O)Nc1ccccc1C(=O)NCCC,-1%,-10%,-9%,0.1%,6%,4%,5%[46.1 µM]
Cc1cccc(N2CCN(C(=O)N3CCOCC3)CC2)c1C,-2%,-13%[9.22 µM],·,4.5%,5%,7%,-2%
O=C(CSCc1ccccc1)N/N=C/c1ccc(OCC(=O)N2CCCCC2)cc1,-1%,-13%,-25%,1.9%,0%,5%,-8%
Cc1cc([N+](=O)[O-])c2c(c1C)C1C=CCC1C(c1ccccn1)N2 (stereo not drawn),-8%,8%,-25%[46 µM],-0.2%,?,8%,-22%
O=C(NC(=S)NCCc1ccccn1)c1ccccc1,-14%,1%,15%[46 µM],-0.9%,0%,?,-10%
